GalR3 antagonist: GalR3 antagonists in HEK293 cells, primary screen, cell-based, fluorescence readout | Galanin receptor type 3 (Homo sapiens), O60755 | HEK293 GalR3-CNG cAMP membrane potential fluorescence; galR3 body fused to GalR1 C-terminus | inhibition, % at 3 µM | 360,000 compounds, 0.44% hits | AID 651719, 2012;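 active = inhibition above the screen-wide average plus 3 SD, cut at about 13% in these data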;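 note: forskolin and galanin both at EC90 stimulate the cells; cAMP rise reported by CNG channel membrane potential dye signal; 0% = forskolin plus galanin with DMSO and 100% = forskolin alone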
Target sequence (O60755 1-299 limits assumed): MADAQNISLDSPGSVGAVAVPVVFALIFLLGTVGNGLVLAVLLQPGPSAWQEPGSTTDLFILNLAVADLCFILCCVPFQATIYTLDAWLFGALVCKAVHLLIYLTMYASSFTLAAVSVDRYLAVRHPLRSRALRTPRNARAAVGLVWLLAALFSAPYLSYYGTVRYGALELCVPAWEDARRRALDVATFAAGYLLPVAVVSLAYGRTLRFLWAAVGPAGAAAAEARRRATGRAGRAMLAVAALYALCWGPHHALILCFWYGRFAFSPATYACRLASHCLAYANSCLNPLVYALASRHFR
IDE cell inh: human IDE inhibitors in live cells, primary screen, fluorescence polarization, HEK cells, FAbetaB substrate | Insulin-degrading enzyme (Homo sapiens), P14735 | FAbetaB cleavage | inhibition, % at 5.59 µM | 320,000 compounds, 0.41% hits | AID 434962, 2010;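 active = percent inhibition above the average of all tested compounds plus 3 SD, set per screening campaign, cut at about 16% in these data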;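 note: IDE supplied by intact live HEK cells; FP after avidin binding of uncleaved biotin substrate so inhibition keeps polarization high; 0% = DMSO wells and 100% = 60 µM reference IDE inhibitor Ii1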
CRFR2-BP ag: agonists of CRF-BP/CRF-R2 complex, primary screen, cell-based, HEK293, calcium dye fluorescence, uHTS; CRF-binding protein / CRF receptor 2 complex (human); calcium dye fluorescence (FLIPR); percent of saturating CRF peptide response; activation, % at 13.2 µM; 350,000 compounds, 0.46% hits; AID 588473, 2011;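 active = activation of at least 50%, plus an integration ratio under a set limit after plate pattern correction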;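 note: plate controls were neutral control wells without compound for no effect and CRF at EC100 for full effect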
MEKK3 PB1 HTS: modulators of MEKK3-MEK5 PB1 binding, primary screen, biochemical, wildtype MEKK3, multiplex bead flow cytometry, Alexa488-MEK5 | bead-based flow cytometry, Alexa488-MEK5 binding to MEKK3; actives lie on both sides; 0 = blocked by unlabeled MEK5, 100 = vehicle | 290,000 compounds, 1.4% hits | AID 1529, 2009 | binding response (% of control), % at 10 µM;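 active = binding response more than 3 SD above or below the average of its plate-row segment, actives on both sides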;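 note: Alexa488 bead fluorescence after subtracting the streptavidin-only scavenger bead signal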
CRFR2-BP antag: antagonists of CRF-BP/CRF-R2 complex, primary screen, cell-based, HEK293, calcium dye fluorescence, uHTS; CRF-induced calcium fluorescence; 350,000 compounds, 0.59% hits; inhibition, % at 11.8 µM;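 active = inhibition of the ligand-induced calcium signal above about 50% at the single tested concentration, limit read from the data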
M4 PAM: human M4 muscarinic receptor positive allosteric modulators, primary screen, CHO-K1 cells, Fluo-8 calcium fluorescence; activation, % at 3 µM; 360,000 compounds, 0.4% hits; CHO-K1 hM4/Gqi5, ACh EC20; 0% = ACh EC20, 100% = maximal ACh; Muscarinic acetylcholine receptor M4 (Homo sapiens), P08173;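 active = activation above its plate's cutoff, the mean activation of sample wells plus 3 SD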; note: some results filed as inactive read as strong as hits
Target sequence (P08173 whole entry, looked up): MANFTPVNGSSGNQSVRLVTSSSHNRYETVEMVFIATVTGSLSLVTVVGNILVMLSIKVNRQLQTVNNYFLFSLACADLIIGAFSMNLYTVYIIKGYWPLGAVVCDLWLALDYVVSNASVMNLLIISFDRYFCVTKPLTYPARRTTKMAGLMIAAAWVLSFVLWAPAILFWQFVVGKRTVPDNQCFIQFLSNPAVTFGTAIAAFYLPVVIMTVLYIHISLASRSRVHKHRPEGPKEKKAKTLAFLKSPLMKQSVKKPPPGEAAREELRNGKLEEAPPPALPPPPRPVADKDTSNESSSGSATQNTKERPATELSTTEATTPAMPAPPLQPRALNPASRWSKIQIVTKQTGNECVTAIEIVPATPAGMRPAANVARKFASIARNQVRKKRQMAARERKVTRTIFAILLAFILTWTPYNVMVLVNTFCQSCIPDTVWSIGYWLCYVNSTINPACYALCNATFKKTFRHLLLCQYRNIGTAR
PHOSPHO1 inh: PubChem AID 1565. inhibition, % at 13.3 µM. recombinant PHOSPHO1, absorbance phosphatase assay. Phosphoethanolamine/phosphocholine phosphatase (Homo sapiens), Q8TCT1. 290,000 compounds, 1.1% hits; in the data active = inhibition above about 60%
Target sequence (Q8TCT1 whole entry, looked up): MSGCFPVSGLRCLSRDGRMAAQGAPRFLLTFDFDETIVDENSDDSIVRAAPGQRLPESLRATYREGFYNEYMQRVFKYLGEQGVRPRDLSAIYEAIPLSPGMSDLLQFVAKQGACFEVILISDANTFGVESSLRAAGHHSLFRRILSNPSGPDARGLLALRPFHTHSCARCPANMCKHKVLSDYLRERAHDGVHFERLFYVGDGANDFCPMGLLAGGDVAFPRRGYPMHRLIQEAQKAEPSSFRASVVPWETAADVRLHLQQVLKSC
p-CIP stab down: p/CIP-EGFP fusion destabilizers, primary screen, fluorescence, F442A cells | Q05BA5 | 16 h | decrease of EGFP signal, % at 10 µM | 290,000 compounds, 0.01% hits | AID 1984, 2009;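 active = EGFP signal decrease of at least 30% at 10 µM or well 3 SD below plate mean, unless failing retest; inactive = the rest, including hits failing retest or dose response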; note: some compounds called inactive have numbers as strong as hits; many of its hits are not listed in these tables
IDE act: human IDE activators in live cells, primary screen, fluorescence polarization, HEK cells, FAbeta-B substrate. Insulin-degrading enzyme (Homo sapiens), P14735. FAbeta-B cleavage; 0% vehicle, 100% cell-free pure enzyme wells. activation, % at 5.96 µM. 340,000 compounds, 0.073% hits;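 active = activation above the mean of all tested compounds plus 3 SD, set per screening campaign, cut at about 17% in these data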
* = called active by the depositor; nt = not tested or not shown.

SMILES	GalR3 antagonist	IDE cell inh	CRFR2-BP ag	MEKK3 PB1 HTS	CRFR2-BP antag	M4 PAM	PHOSPHO1 inh	p-CIP stab down	IDE act
CCCCN1C(=O)C(O)(CC(=O)c2c(C)n[nH]c2C)c2cc(Br)ccc21 (stereo unspecified)	-4	0	-0.1	97	-5	12	-3	0	-2
CCCCN(C(=O)c1cc(S(=O)(=O)N2CCCCC2)ccc1Cl)c1c(N)n(CCC)c(=O)[nH]c1=O	-5	nt	-1.4	nt	-6	4	nt	nt	-3
COc1ccccc1CC(NC(C)=O)C(=O)NC1CCN(C(=O)Nc2ccccc2F)CC1 (stereo unspecified)	-7	-1	-0.7	103	2	-4	40	-9	2
COc1ccc(NC(=O)c2cc(N3C(=O)C4C5CCC(C5)C4C3=O)ccc2Cl)c(OC)c1 (stereo unspecified)	0	-1	-0.9	92	11	-5	32	-6	2
COc1ccc(C(=O)N/N=C(\N)c2cc3ccccc3oc2=O)cc1	-6	4	0.5	98	-4	2	-30	-9	1
O=C(Nc1cccc(C(=O)N2CCN(c3cccc(Cl)c3)CC2)c1)c1ccccc1	0	-4	1.8	100	0	-12	37	1	-4
Cc1nc(N2CCN(C)CC2)[nH]c(=O)c1Cc1cccc2ccccc12	-1	2	5.6	106	-19	0	-3	-13	1
O=C(NCc1ccco1)c1ccc2[nH]c(=O)c(=O)[nH]c2c1	1	3	0.2	96	-1	-9	8	-8	2
O=C(C1CCC(=O)N(C2CCCC2)C1)N1CCC(Oc2cccc(F)c2)CC1 (stereo unspecified)	1	-1	-0.9	100	6	-2	44	0	2
Clc1ccccc1OCCCCN1CCNCC1	-5	1	-1.4	103	19	-1	8	4	7
CCCC[C@@H]1C=C(C(=O)O)[C@H](c2ccc(C)cc2)N1S(=O)(=O)c1ccc(C)cc1	-6	1	-2.0	nt	0	2	nt	nt	1
CCOC(=O)CSc1nnc([C@H](C)NC(=O)OC(C)(C)C)o1	-1	1	-2.0	101	2	5	0	-3	0
COc1ccccc1NC(=O)N1CCN(S(C)(=O)=O)CC1	6	-1	-0.3	96	-6	5	30	7	0
CSCCC(NC(=O)c1ccco1)C(=O)OCC(=O)Nc1ncc(Cl)c(C)c1Cl (stereo unspecified)	-4	2	7.6	102	-2	10	64*	-12	5
CC(/C=C/c1ccccc1)=N\NC(N)=S	-5	6	-4.2	98	21	-2	40	-7	6
CC(=O)O[C@H]1C2OC(=O)C(C)=C2[C@@H]2OC(=O)[C@]3(CCC4OC41C)OC23 (stereo partly specified)	nt	-2	-0.7	109	1	2	-4	-3	5
CC(C)(C)N(Cc1ccccc1)C(=O)c1cc2ccccc2o1	-10	4	0.7	97	3	-13	nt	-8	7
CSc1nc(N2CCN(c3ccccc3Cl)CC2)c2ccccc2n1	-4	2	-0.5	103	0	-3	28	-9	2
COc1ccc([N+](=O)[O-])cc1NS(=O)(=O)c1cccc(C(=O)OC2CCOC2=O)c1 (stereo unspecified)	-2	2	0.6	nt	15	10	nt	nt	5
N#CC1(C#N)C2=C(CCCC2)NC(c2ccccc2)C1(C#N)C#N (stereo unspecified)	nt	7	nt	104	nt	nt	11	-5	nt
CC1CCCC(C)N1C(=O)COC(=O)c1ccc(Br)c(S(=O)(=O)N2CCOCC2)c1 (stereo unspecified)	-6	-1	2.9	nt	-7	1	nt	nt	6
Cc1ccccc1OC(C)C(=O)NC1CCCC1 (stereo unspecified)	-4	3	-1.1	103	16	10	-20	0	3
CCOC(=O)C1CCN(S(=O)(=O)c2cc(Br)cc3c2N(C(=O)C2CC2)CC3)CC1	-5	-1	-1.9	103	-10	-4	28	-7	4
CCc1c(C)c2ccc(O)c(CN3CCCC3)c2oc1=O	-13	nt	-2.9	96	-4	4	33	10	1

Overlap with the part before: two entries, then new ones.
SMILES	GalR3 antagonist	IDE cell inh	CRFR2-BP ag	MEKK3 PB1 HTS	CRFR2-BP antag	M4 PAM	PHOSPHO1 inh	p-CIP stab down	IDE act
CCOC(=O)C1CCN(S(=O)(=O)c2cc(Br)cc3c2N(C(=O)C2CC2)CC3)CC1	-5	-1	-1.9	103	-10	-4	28	-7	4
CCc1c(C)c2ccc(O)c(CN3CCCC3)c2oc1=O	-13	nt	-2.9	96	-4	4	33	10	1
Brc1cccc(Cn2c(-c3cncs3)nc3ccccc32)c1	-5	7	0.2	95	0	-6	-4	6	-3
CCOC(=O)N1CCN(C(=O)CN(C2CCCCC2)S(=O)(=O)c2ccc(Cl)cc2)CC1	-7	-3	-1.6	102	-4	26	2	-2	-4
Cc1noc(C)c1C(=O)Nc1ccccc1C(=O)NCCc1ccccc1	-7	0	0.2	99	-3	-4	11	-10	3
COc1ccc(Nc2nnc(SCC(=O)N3CCCC3)s2)cc1	-4	3	-0.8	nt	5	-4	53	4	3
C[C@H](CO)N1C[C@H](C)[C@@H](CN(C)Cc2ccccc2F)Oc2ncc(Br)cc2C1=O	1	nt	0.6	nt	0	6	nt	nt	nt
CCNS(=O)(=O)c1ccc(C(=O)OCc2cc(=O)oc3cc(OC)ccc23)cc1	-6	6	1.2	101	-11	-5	6	-5	1
COc1cc(C)c(C)cc1S(=O)(=O)N1CCCc2ccccc21	-6	-2	53*	102	-71	-2	nt	-20	3
O=C(CCCNS(=O)(=O)c1cccc2nsnc12)NCc1ccc(Cl)cc1	-5	3	-3.7	93	12	-5	21	-3	3
CCc1ccc(OCC(=O)N/N=C(\C)c2ccc(OC(F)F)cc2)cc1	-5	3	1.4	97	-26	-1	2	-3	2
Cc1nn(C)cc1C(=O)c1ccccc1	-6	16*	0.2	nt	8	-7	nt	nt	9
COc1ccc(C(CNC(=O)COc2ccc(F)cc2Cl)N2CCOCC2)cc1 (stereo unspecified)	-5	nt	1.4	nt	-4	12	nt	nt	4
CC1CCc2[nH]c3ccc(C(=O)N(C)CC(=O)Nc4ccccc4C(F)(F)F)cc3c2C1 (stereo unspecified)	3	0	-1.0	nt	-18	-3	nt	nt	4

Compound profiles, as listed above. Values in the order: GalR3 antagonist | IDE cell inh | CRFR2-BP ag | MEKK3 PB1 HTS | CRFR2-BP antag | M4 PAM | PHOSPHO1 inh | p-CIP stab down | IDE act
Listed for COc1ccc(Nc2nnc(SCC(=O)N3CCCC3)s2)cc1 → -4 | 3 | -0.8 | nt | 5 | -4 | 53 | 4 | 3
Listed for CCCC[C@@H]1C=C(C(=O)O)[C@H](c2ccc(C)cc2)N1S(=O)(=O)c1ccc(C)cc1 → -6 | 1 | -2.0 | nt | 0 | 2 | nt | nt | 1
Listed for CCNS(=O)(=O)c1ccc(C(=O)OCc2cc(=O)oc3cc(OC)ccc23)cc1 → -6 | 6 | 1.2 | 101 | -11 | -5 | 6 | -5 | 1

Given field by field: part of the list above.
Cc1nc(N2CCN(C)CC2)[nH]c(=O)c1Cc1cccc2ccccc12
  GalR3 antagonist = -1 | IDE cell inh = 2 | CRFR2-BP ag = 5.6 | MEKK3 PB1 HTS = 106 | CRFR2-BP antag = -19 | M4 PAM = 0 | PHOSPHO1 inh = -3 | p-CIP stab down = -13 | IDE act = 1
O=C(NCc1ccco1)c1ccc2[nH]c(=O)c(=O)[nH]c2c1
  GalR3 antagonist = 1 | IDE cell inh = 3 | CRFR2-BP ag = 0.2 | MEKK3 PB1 HTS = 96 | CRFR2-BP antag = -1 | M4 PAM = -9 | PHOSPHO1 inh = 8 | p-CIP stab down = -8 | IDE act = 2
O=C(C1CCC(=O)N(C2CCCC2)C1)N1CCC(Oc2cccc(F)c2)CC1 (stereo unspecified)
  GalR3 antagonist = 1 | IDE cell inh = -1 | CRFR2-BP ag = -0.9 | MEKK3 PB1 HTS = 100 | CRFR2-BP antag = 6 | M4 PAM = -2 | PHOSPHO1 inh = 44 | p-CIP stab down = 0 | IDE act = 2
Clc1ccccc1OCCCCN1CCNCC1
  GalR3 antagonist = -5 | IDE cell inh = 1 | CRFR2-BP ag = -1.4 | MEKK3 PB1 HTS = 103 | CRFR2-BP antag = 19 | M4 PAM = -1 | PHOSPHO1 inh = 8 | p-CIP stab down = 4 | IDE act = 7

(list continues)
SMILES	GalR3 antagonist	IDE cell inh	CRFR2-BP ag	MEKK3 PB1 HTS	CRFR2-BP antag	M4 PAM	PHOSPHO1 inh	p-CIP stab down	IDE act
O=S(=O)(c1ccc(OCC(O)CN2CCN(c3ccccc3Cl)CC2)cc1)N1CCOCC1 (stereo unspecified)	-6	14	15	105	-18	-6	-18	-16	-5
Cc1cc(OCC(=O)NCc2nc(-c3ccccc3)no2)c(C)cc1Br	-2	3	2.3	99	-56	4	29	10	5
Cc1ccc(C(=O)N2CCN(S(=O)(=O)c3ccccc3[N+](=O)[O-])C2)cc1	-2	3	-0.6	96	17	-2	-10	-8	4
CC(c1ccccc1)C1CC(=O)N(c2ccc(C(=O)O)cc2)C1=O (stereo unspecified)	-1	-2	0.8	108	-11	-3	1	-3	-4
CCSc1nnc(CNc2ccc(C)cc2)n1C	-3	-9	0.8	90	-1	5	-24	-3	2
Cc1ccc(-n2nnnc2SCC(=O)Nc2cc(C)on2)c(C)c1	-8	4	0.4	103	-3	0	-17	-6	0
CCN1CCN(C(=O)/C=C/c2ccc(C)cc2)CC1	-2	0	1.5	100	0	-1	2	14	3
O=C(CN(Cc1ccc(Br)cc1)S(=O)(=O)c1ccccc1)NCc1cccnc1	1	2	-1.6	106	-32	-3	-97	3	4
O=C(Nc1nccc(-c2cccs2)n1)c1ccccc1Cl	-5	9	0.9	105	-6	2	12	-5	-9
CCOC(=O)C1CCN(C(=O)CN(c2ccc3c(c2)OCCO3)S(C)(=O)=O)CC1	-6	3	-1.8	99	8	10	-1	-3	5
Nc1ccc(C(=O)OCc2nc3ccccc3[nH]2)cc1	1	1	1.0	101	2	2	1	-5	-4
CCOc1ccc(Nc2nc(N)c3ccccc3n2)cc1	-13	nt	1.0	108	-7	2	14	0	-1
c1ccc(-c2ncc3ccccn23)cc1	0	-2	-0.1	102	-5	-8	-14	-6	4
CCCc1cc(=O)[nH]c(SC/C=C/c2ccccc2)n1	1	0	1.1	nt	14	-1	nt	nt	nt
COc1ccc(C(=O)C(/C=N/O)=N/Nc2ccc(F)cc2)cc1	4	-7	-2.4	98	11	3	7	-2	4
CC(C)(C)NC(=O)CSc1nccn1Cc1ccccc1	-3	1	-0.2	89	2	-5	7	-88	0
CCOc1ccc(-n2c(=S)sc3c(=O)[nH]c(SCC(=O)NCc4ccco4)nc32)cc1	-6	-4	-2.8	102	26	3	26	8	0
Cc1ccc(O)c(CNCCNCc2cc(C)ccc2O)c1	-9	0	1.2	nt	-4	11	nt	nt	6
Cc1nc2nc(CSc3nc4ccccc4s3)cc(=O)n2[nH]1	-2	-1	-0.4	101	-4	-2	-52	-4	2
N#Cc1nc(-c2cccc3ccccc23)oc1NCCN1CCCCC1	-5	-7	1.3	109	-30	1	1	-10	-2
O=C(NC(=S)NCc1ccccc1)c1cccnc1	-8	4	-3.1	100	18	-3	34	-12	-3
COc1ccccc1C1=NC(c2ccc(C)cc2)N=C1C (stereo unspecified)	3	-7	0.8	98	8	-2	11	9	-1
Cc1ccc(C(=O)NNC(=O)CCCCC(=O)NNC(=O)c2ccc(C)cc2)cc1	-6	-1	-0.2	96	0	0	35	2	5
CCN1/C(=C/C=C/c2oc3ccc4ccccc4c3[n+]2CC)Oc2ccc3ccccc3c21	nt	82*	153*	nt	-219	nt	12	-667	nt
